# Mtb RmlCD inh: M. tuberculosis RmlC/RmlD coupled enzyme inhibitors, primary screen, biochemical, compound mixtures, 384-well, from 1536-well plates; inhibition, % at 3.6 µM; RmlC+RmlD coupled enzyme assay, percent inhibition; primary screen in compound mixtures; dTDP-4-dehydrorhamnose reductase (Mycobacterium tuberculosis (strain ATCC 25618 / H37Rv)) …; 160,000 compounds, 0.03% hits; in the data active = inhibition mostly above about 34%, no sharp cut-off; also: some results filed as inactive read as strong as hits
# Target sequence (P9WH09 whole entry, looked up): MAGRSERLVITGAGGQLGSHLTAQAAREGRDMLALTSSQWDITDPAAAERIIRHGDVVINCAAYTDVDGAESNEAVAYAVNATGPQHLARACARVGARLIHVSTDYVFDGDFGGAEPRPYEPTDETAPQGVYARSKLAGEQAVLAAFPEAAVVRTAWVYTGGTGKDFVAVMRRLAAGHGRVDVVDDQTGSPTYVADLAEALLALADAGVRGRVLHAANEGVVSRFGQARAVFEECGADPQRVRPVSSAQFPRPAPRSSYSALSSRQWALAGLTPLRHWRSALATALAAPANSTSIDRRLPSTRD
# Target sequence (P9WH11 whole entry, looked up): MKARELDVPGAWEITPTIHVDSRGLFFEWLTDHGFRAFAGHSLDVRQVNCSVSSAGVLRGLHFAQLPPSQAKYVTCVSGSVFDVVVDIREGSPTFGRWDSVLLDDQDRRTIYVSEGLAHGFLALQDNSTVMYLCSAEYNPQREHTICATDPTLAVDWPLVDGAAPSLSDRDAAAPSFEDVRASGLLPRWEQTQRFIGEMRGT
# GlmU inhibition: inhibition of mycobacterial GlmU enzyme – biochemical, glucosamine-1-phosphate acetyltransferase (AID 1376). M. tuberculosis GlmU acetyltransferase enzyme assay; higher % means a stronger effect. Bifunctional protein GlmU (Mycobacterium tuberculosis (strain ATCC 25618 / H37Rv)). inhibition, %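 (tested at 30 µM in the primary screen)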; hits with a dose series show IC50 in µM. 220,000 compounds, 0.25% hits; in the data active = inhibition above about 13%;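 also: 0% = complete reaction with vehicle and 100% = reaction without substrate; strong numbers were not always called active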
# Starred values were filed as active, the others as inactive; / = no result given. This is a subset; count on the stated rates, not on these rows.
SMILES | GlmU inhibition | Mtb RmlCD inh
O=S1(=O)CCC(NC(=S)NC2CCS(=O)(=O)C2)C1 (configuration not stated) | -1.8% | -6
Cc1nc2c(c3c1[nH]c1ccccc13)C(=O)CC(C)(C)C2 | -2.9% | -5
COC(=O)c1cccc(S(=O)(=O)N(Cc2ccco2)Cc2cc3cc(OC)ccc3[nH]c2=O)c1 | 1.6% | -7
Cc1ccc(-n2c(SCC(N)=O)nnc2-c2ccccn2)cc1 | 7.0% | /
C/C(Cn1cnc([N+](=O)[O-])n1)=N\NC(=O)c1ccccc1F | 2.2% | /
CC(C)(C)CC(=O)O/N=C(\N)c1ccccn1 | 1.2% | -10
Cc1csc2c(N3CCN(C(=O)Nc4ccc(Cl)c(Cl)c4)CC3)ncnc12 | -7.3% | 8
O=C(O)CCNC(=O)CCCn1nnc2ccccc2c1=O | 0.7% | -7
O=C1CCc2cc(S(=O)(=O)N3CCC(C(=O)NC4CCCc5ccccc54)CC3)ccc2N1 (configuration not stated) | 8.9% | 8
CCc1ccccc1NC(=O)N1CCCC(CCC(=O)N(C)CCc2ccccn2)C1 (configuration not stated) | 6.3% | 13
O=C1N/C(=N/O)S/C1=C/c1cccc([N+](=O)[O-])c1 | -4.4% | 6
O=C(NC1(C(F)(F)F)NC(=O)N(Cc2cccnc2)C1=O)c1ccccc1 (configuration not stated) | -5.2% | 2
O=C(Cc1ccccc1)N/N=C/c1ccc(Cl)cc1Cl | -1.8% | /
O=C(c1noc2c1CCCC2)N1CCN(c2ccc(F)cc2)CC1 | -3.7% | -7
COc1ccccc1N1CCN(CCN2C(=O)CC(=C3c4ccccc4-c4ccccc43)C2=O)CC1 | 4.7% | /
C=CCNC(=O)c1ccc(OC)cc1OC | 0.0% | 9
O=C1CCN(C(=O)c2ccc(Cl)cc2)N1 | 2.4% | 7
Cc1cc(C)nc(NS(=O)(=O)c2ccc(NC(=O)C3(c4ccccc4)CCCC3)cc2)n1 | -5.5% | 102
CN(C)C(CNC(=O)c1cc(S(=O)(=O)N(C)c2ccccc2)ccc1Cl)c1ccccc1 (configuration not stated) | 8.8% | 8
Cc1ccccc1CS(=O)(=O)c1cn(CC(=O)N2CCC(C)CC2)c2ccccc12 | 0.2% | 6
CC1CCCCN1C(=O)Nc1cccc(Cl)c1 (configuration not stated) | 12% | /
COc1ccc(CC2(CO)CCN(Cc3nc(C(C)C)cs3)CC2)cc1 | -0.4% | /
C/C=C/C(=O)OCC(=O)Nc1c(Cl)cccc1Cl | 3.4% | 10
Cc1ccccc1NC(=O)COC(=O)Cc1ccsc1 | 6.2% | 8
CC(C)(C)c1ccccc1NC(=O)Cn1cnc2cc([N+](=O)[O-])ccc2c1=O | -2.4% | 6

# A different layout for 4 compounds above.
# Under each structure – GlmU inhibition | Mtb RmlCD inh
> Cc1cc(C)nc(NS(=O)(=O)c2ccc(NC(=O)C3(c4ccccc4)CCCC3)cc2)n1
  -5.5% | 102
> C/C=C/C(=O)OCC(=O)Nc1c(Cl)cccc1Cl
  3.4% | 10
> O=C1N/C(=N/O)S/C1=C/c1cccc([N+](=O)[O-])c1
  -4.4% | 6
> O=C(Cc1ccccc1)N/N=C/c1ccc(Cl)cc1Cl
  -1.8% | /

# (more compounds)
SMILES | GlmU inhibition | Mtb RmlCD inh
C=C(C)c1cccc(C(C)(C)NC(=O)N2CCN(c3ccccn3)CC2)c1 | 1.7% | /
CCNC(=O)CSc1nc2ccccc2c(=O)n1CCCOC(C)C | 1.3% | 7
C/C(=N/Nc1ccc([N+](=O)[O-])cc1)c1ccc(C)cc1C | 3.8% | -12
COc1ccc(CCNC(=S)NCc2cccs2)cc1OC | 4.7% | /
C/C(=N/NC(=O)CN1CCN(S(=O)(=O)c2ccc(C)cc2)CC1)c1ccco1 | 0.5% | 10
Cc1cc(F)ccc1S(=O)(=O)Nc1ccccc1C(=O)Nc1ccc2[nH]c(=O)[nH]c2c1 | / | -1
Cc1cccc2sc(NC(=O)CN3C(=O)C4CC=CCC4C3=O)nc12 (configuration not stated) | 2.0% | 5
COC(=O)C1CCN(CC(N)=O)CC1 | -0.3% | 106
COC(=O)[C@@H]1C[C@@]2(O)[C@H](O)[C@H](O)[C@H](O)C[C@H]2N1Cc1ccc(C(C)(C)C)cc1 | -3.8% | /
O=C(Nc1ccccc1Cl)c1ccc(Cl)cc1Cl | 3.5% | /
CC(C)CCNC(=O)C1CCN(c2nnc(-n3cccc3)s2)CC1 | -1.8% | 6
O=C(CSCc1ccc(Br)cc1)N=Nc1c(O)[nH]c2ccccc12 | 2.2% | -2
COc1ccccc1-c1nc(C#N)c(N2CCCCCC2)o1 | 1.7% | /
Cc1cnc(SCCc2ccncc2)nc1C | -1.9% | 7
O=C(CSc1cccc2cccc(Cl)c12)NCc1cccs1 | 1.9% | -10
CCOc1ccc(Nc2nc3ccccc3c(=O)s2)cc1 | 14%* | /
CC(C)CCNC(=O)CCc1nnc(COc2ccccc2)o1 | 3.3% | -11
CCn1c(C)cc(/C=C2/SC(=O)N(C(C)C(=O)OC)C2=O)c1C (configuration not stated) | -1.8% | -8
Cc1cc(C(=O)NCc2ccco2)c2ccccc2n1 | -0.6% | 8
CCOc1cccc(C(=O)Nc2cccc(-c3nnc(-c4ccc(C)cc4)o3)c2)c1 | 2.5% | /
O=C(Cc1nn[nH]n1)c1ccccc1O | 5.4% | 1
CC(C)(C)S(=O)(=O)c1cnc(-c2cnccn2)nc1N | 2.2% | -5
O=C(CSc1nnc(Cn2c(=O)sc3ccccc32)n1CCc1ccccc1)N1CCCC1 | / | 14
NNc1ccc(Cl)c(C(=O)O)c1 | 4.8% | -10
CSC1=NCCN1C(=O)Cc1cccc2ccccc12 | 0.9% | -10

# Looked up by compound from the list above, 2 records:
SMILES | GlmU inhibition | Mtb RmlCD inh
O=C(Nc1ccccc1Cl)c1ccc(Cl)cc1Cl | 3.5% | /
O=C1CCN(C(=O)c2ccc(Cl)cc2)N1 | 2.4% | 7

# Further records follow.
SMILES | GlmU inhibition | Mtb RmlCD inh
CCCCNC(=O)Nc1ccon1 | -2.3% | /
C/C(=N/OC(=O)c1ccc(C)cc1)c1ccc(N2C(=O)C3CCCCC3C2=O)cc1 (configuration not stated) | -4.1% | 7
COC(=O)CCN(C(=O)c1cccc(OC(C)=O)c1)c1ccccn1 | -6.5% | -1
Cn1c(=O)[nH]c(=O)c2c1nc(N1CCCCC1)n2C/C=N/Nc1ccc(C(=O)O)cc1 | -1.6% | 13
CCOC(=O)N1CCC(NC(=O)c2cc3c(=O)n(C)c4ccccc4c3n2C)CC1 | 0.0% | -6
COc1ccc(S(=O)(=O)N(C(C)=O)c2ccc3oc(=O)sc3c2)cc1 | 0.3% | -8
COc1ccc2occ(C(=O)c3ccc(N=C(C)N(C)C)cc3)c2c1 | / | -8
CCN(CC)C(=O)c1cc(-c2ccc(Br)cc2)on1 | 2.1% | /
CC(=O)Nc1cc(C(F)(F)F)ccc1OCC1CCCO1 (configuration not stated) | 1.6% | 12
CCOC(=O)N1CCC(N2Cc3cccc(C(=O)N4CC(C)CC(C)C4)c3C2=O)CC1 (configuration not stated) | 3.2% | -9
CCn1cnc2cc(NS(=O)(=O)c3ccc(C)cc3)ccc21 | 2.4% | 7
O=C(Cn1cc[n+](CC(=O)c2ccc(Cl)cc2Cl)c1)c1ccc(Cl)cc1Cl | -14% | -6
COC(=O)c1ccc(CNC(=O)COc2ccccc2Br)o1 | -8.2% | /
Cc1ccc(S(=O)(=O)NCC(c2cccnc2)N2CCOCC2)cc1 (configuration not stated) | -1.2% | 14
Clc1ccc(Cl)c(OCCN2CCOCC2)c1 | -0.5% | 5
O=S(=O)(/N=C(/c1ccccc1)N1CCCCCC1)c1ccccc1 | 0.8% | 8
COc1cccc(N2CCN(C3CC(=O)N(c4ccc(Cl)cc4)C3=O)CC2)c1 (configuration not stated) | -1.0% | /
COc1ccc(/C=C/C2=NN(C)C(=O)CC2)cc1 | 6.5% | 2
Cc1cnc(Nc2nc3ccccc3o2)nc1C(=O)Nc1cccc(C(F)(F)F)c1 | -1.1% | 6
CCOC(=O)C1=C(C)NC(SCC(N)=O)=C(C#N)C1c1ccccc1 (configuration not stated) | -0.6% | /
CCOc1cc(/C=C2/C(=N)N3OC(C)=CC3=NC2=O)ccc1OC | -10% | 6
O=C(CN1C(=O)NC2(CCCCCC2)C1=O)c1ccc2c(c1)OCCO2 | -3.4% | 6
CC1(C)C2CCC(C2)C1(C)NC(=O)C[N+](C)(C)C (configuration not stated) | 6.8% | 11
Cc1ccccc1C(=O)NC(NCC1CCCO1)C(Cl)(Cl)Cl (configuration not stated) | 1.6% | /
O=C(Nc1c(F)c(F)c(F)c(F)c1F)C1CCCCC1 | -1.9% | /

# The list continues.
SMILES | GlmU inhibition | Mtb RmlCD inh
NS(=O)(=O)c1ccc(CNC(=O)c2ccc(Br)o2)cc1 | 2.7% | /
O=C(CC1SC(=NCC2CCCO2)NC1=O)Nc1cccc2ccccc12 (configuration not stated) | 0.8% | -6
COc1ccc(C(=O)/C=C/Nc2ccc([N+](=O)[O-])cc2)cc1 | 2.8% | 6
COc1ccc(C2(c3ccc(O)cc3O)CC(c3ccccc3Cl)NC(=S)N2)cc1 (configuration not stated) | -1.0% | -3
Cc1cc(C)n(CCc2nc(-c3cc4ccccc4o3)cs2)n1 | / | -6
COc1ccc(N2CC(C(=O)N/N=C/c3c[nH]c4ccccc34)CC2=O)cc1 (configuration not stated) | -4.3% | 4
Oc1nc(-c2ccc(Br)cc2)n2ccncc12 | -3.2% | /
O=C(NC1CCCc2ccccc21)c1ccc(Cl)nc1 (configuration not stated) | -4.2% | 8
CCc1n[nH]c2c1/C(=N\O)CC(c1ccccc1)C2 (configuration not stated) | 2.0% | /
CCc1cc2cccc(C)c2nc1SCC(=O)Nc1nonc1C | 7.4% | -1
CCC(c1nnc(SCC(=O)Nc2nnc(-c3ccccc3)o2)o1)N(C)C (configuration not stated) | 1.2% | /
CO/N=C/C(C(C)=O)C(=O)Nc1ccc(Cl)cc1Cl (configuration not stated) | -3.3% | 12
COc1ccccc1/C=N/Nc1nccnc1Cl | 3.9% | 3
O=C(NCCCN1CCN(c2ccccc2F)CC1)C1CCN(S(=O)(=O)N2CCOCC2)CC1 | -8.1% | -8
COc1cc2c(cc1OC)C1=C(C#N)CCC(=NC(=O)c3ccco3)N1CC2 | 1.9% | -13
CC(C)Cn1c(NCCN(C)C)nc2c1c(=O)[nH]c(=O)n2C | -6.8% | /
CS(=O)(=O)c1ncc(CO)n1Cc1ccccc1 | -7.0% | 37
O=C1C=C(c2ccccc2)C(=O)N1Nc1ccccc1 | -5.2% | 5
CCOC(=O)c1nnn(-c2nonc2-n2cccc2)c1-c1cccc([N+](=O)[O-])c1 | -2.7% | -2
COc1ccc(NC(C)C(=O)N/N=C/c2ccc([N+](=O)[O-])s2)cc1 (configuration not stated) | 1.8% | 7
Cc1nc(Oc2ccc(S(=O)(=O)N3CCOCC3)cc2Cl)c2c3c(sc2n1)CCCC3 | 1.5% | /
Cc1nnc(SCC(N)=O)n1CC1CCCO1 (configuration not stated) | -0.1% | 2
O=C(c1cccs1)N1CCN(S(=O)(=O)N2CCOCC2)CC1 | 31% | -6
C/C(CC(=O)NCC(C)C)=N\NC(=O)COc1cc(C)c(Br)cc1Br | -0.1% | /
COc1ccc(-c2c(NC(=O)c3ccco3)n(-c3ccccc3)nc(C)c2=O)cc1 | 2.4% | -10

# (further entries)
SMILES | GlmU inhibition | Mtb RmlCD inh
Cc1c(NC(=O)/C(C#N)=C/c2ccc(-c3ccccc3Cl)o2)c(=O)n(-c2ccccc2)n1C | 0.2% | 4
COc1ccc(CN2CCN(S(=O)(=O)c3ccc(F)cc3)CC2)cc1OC | 3.4% | 9
CCOC(=O)C1C(=O)CC(C)(O)C(C(=O)OCC)C1c1ccc(Br)o1 (configuration not stated) | -1.7% | 8
CC(=O)Nc1cccc(/C(C)=N/NC(N)=S)c1 | -3.2% | -10
COc1cc(CN(C)Cc2nc3cc(C(F)(F)F)ccc3c(=O)[nH]2)ccc1OC(F)F | -2.2% | -11
COC(=O)c1ccc(CSc2ncnc3c2nnn3-c2ccc(F)cc2)o1 | 1.6% | /
Cc1cccc(N2CCN(CC(=O)Nc3ccc(-n4cnnn4)cc3)CC2)c1C | 3.1% | 3
Cc1nn(C(=O)c2ccccc2)c2c1C(=O)CC(C)(C)C2 | 3.8% | -7
CN(C)C(=S)Nc1cccc(F)c1 | -0.2% | -16
COC(=O)c1cc(-c2cccc(OC)c2)on1 | / | -8
Cc1ccc(S(=O)(=O)Nc2cccc(C(=O)Nc3cc(C)ccn3)c2)cc1 | 1.9% | 11
N#Cc1cnn(CC2CCCCC2)c1N | -1.0% | /
CC(C)(C)NC(=O)NC(=O)COC(=O)CNC(=O)c1cccc(F)c1 | 0.0% | 11
O=C([C@@H]1CC=C[C@@H]2CCN(C3CC3)C(=O)[C@@H]21)N1CCN(c2ccccc2)CC1 | -3.5% | /

# Profiles as entered above. Order of values: GlmU inhibition	Mtb RmlCD inh
# COC(=O)CCN(C(=O)c1cccc(OC(C)=O)c1)c1ccccn1 is listed with -6.5%	-1
# N#Cc1cnn(CC2CCCCC2)c1N is listed with -1.0%	/
# Cc1ccccc1C(=O)NC(NCC1CCCO1)C(Cl)(Cl)Cl (configuration not stated) is listed with 1.6%	/
# COC(=O)c1ccc(CNC(=O)COc2ccccc2Br)o1 is listed with -8.2%	/
# Cc1cc(C(=O)NCc2ccco2)c2ccccc2n1 is listed with -0.6%	8
